# KCNQ2 inh: KCNQ2 potassium channel inhibitors, primary screen, cell-based, CHO-K1, FluxOR thallium flux, B-score (AID 2156) | 20 min; hits give low values | B-score at 10 µM | actives 1.1% (n = 310,000);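 active = fluorescence ratio B-score at most minus 3 library SDs, with starting brightness B-score within 2 library SDs, cut at about -5.5 in these data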
# STK33 kinase inh: blocks human STK33 kinase activity; AID 2661; inhibition, % at 10 µM; purified STK33, MBP phosphorylation, ADP-Glo luminescence; actives 0.073% (n = 320,000); Q9BYT3;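 active = inhibition at or above 25%, using the most active replicate where run in duplicate; inactive = inhibition below 25%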
# Target sequence (Q9BYT3 whole entry, looked up): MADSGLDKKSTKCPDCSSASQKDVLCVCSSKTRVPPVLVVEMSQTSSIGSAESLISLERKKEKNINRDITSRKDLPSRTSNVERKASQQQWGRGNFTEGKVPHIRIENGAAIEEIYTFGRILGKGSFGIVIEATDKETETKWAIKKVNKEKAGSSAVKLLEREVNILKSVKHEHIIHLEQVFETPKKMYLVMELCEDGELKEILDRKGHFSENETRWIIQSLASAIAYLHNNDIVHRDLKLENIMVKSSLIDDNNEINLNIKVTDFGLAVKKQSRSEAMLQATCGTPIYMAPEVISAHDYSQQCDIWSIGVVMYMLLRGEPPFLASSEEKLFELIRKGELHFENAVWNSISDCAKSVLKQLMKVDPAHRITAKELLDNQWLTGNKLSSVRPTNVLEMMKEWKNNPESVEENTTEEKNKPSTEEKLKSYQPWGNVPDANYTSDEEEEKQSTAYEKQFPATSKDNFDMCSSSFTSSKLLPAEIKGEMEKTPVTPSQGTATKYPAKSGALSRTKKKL
# Kir21 block: Kir2.1 (mouse) channel inhibition | HEK293-Kir2.1, FluxOR thallium flux fluorescence; hits give low values | B-score at 10 µM | actives 0.85% (n = 310,000) | P35561;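 active = fluorescence ratio B-score at or below minus 3 SD of library scores, with starting-brightness B-score within 2 SD, cut at about -4.2 in these data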;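 also: channel flux triggered by added potassium and thallium sulfate stimulus; B-score of peak minus minimum fluorescence over baseline after thallium stimulus; more negative B-score means stronger Kir2.1 block with less thallium influx; some compounds called inactive have numbers as strong as hits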
# Target sequence (P35561 whole entry, looked up): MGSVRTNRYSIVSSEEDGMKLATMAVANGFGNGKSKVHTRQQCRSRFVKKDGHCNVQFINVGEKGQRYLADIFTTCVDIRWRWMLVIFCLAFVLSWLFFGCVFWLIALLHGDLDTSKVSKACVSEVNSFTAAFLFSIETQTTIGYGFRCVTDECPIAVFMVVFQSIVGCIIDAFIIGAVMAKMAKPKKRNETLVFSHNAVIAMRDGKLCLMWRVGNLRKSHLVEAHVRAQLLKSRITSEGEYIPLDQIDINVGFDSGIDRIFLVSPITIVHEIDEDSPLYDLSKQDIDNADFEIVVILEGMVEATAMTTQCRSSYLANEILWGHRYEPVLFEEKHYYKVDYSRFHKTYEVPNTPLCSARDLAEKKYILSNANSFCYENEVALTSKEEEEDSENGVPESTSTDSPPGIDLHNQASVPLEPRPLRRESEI
# Active calls of the source: *; i = inactive; . = not tested or not shown; & = joins results of further samples. Compounds were not picked by outcome. About 1.9% of those tested had a hit in this group.
SMILES,KCNQ2 inh,STK33 kinase inh,Kir21 block
COc1cc(CN2CCN(c3cccc(Cl)c3)CC2)cc(OC)c1OC,i,-0.5,-0.03
COc1cnn(-c2ccc(C)cc2)c(=O)c1SCc1ccccc1,i,0.2,-0.47
CC(C)NC(=S)Nc1ccc(S(=O)(=O)Nc2ncccn2)cc1,i,-0.7,-0.08
Cc1cccc(OCC(O)Cn2c(NCCCOC(C)C)nc3c2c(=O)[nH]c(=O)n3C)c1 (stereo not given),i,-0.5,0.98
Cc1ccc(S(=O)(=O)N(C)C)cc1NC(=O)COC(=O)CCC(=O)c1ccc(F)cc1,i,0.5,-0.03
COc1cc(/C=C2\CCOC2=O)cc(OC)c1OC,i,-0.4,1.1
Fc1cc(Br)ccc1NC(=S)Nc1ccccc1,i,-3.1,1.1
Cc1ccccc1OCC(O)Cn1c(=N)n(CCN2CCOCC2)c2ccccc21 (stereo not given),i,1.4&-1.7,0.1&-0.88
Cc1ccc2[nH]cc(CCNC(=O)/C=C/c3ccco3)c2c1,i,-2.9,0.3
NC(=O)COC(=O)c1cccc(S(=O)(=O)N2CCCc3ccccc32)c1,i,0.1,-0.38
CCOc1ccc(OCCCC(=O)N(C)CC(=O)Nc2ccc(N3CCOCC3)cc2)cc1,i,-1.2,-0.36
Cc1cc(C(=O)CCC(=O)NCC2COc3ccccc3O2)c(C)s1 (stereo not given),i,1.0,-1
Cc1c(C(=O)OCC(=O)N(C)c2ccccc2)oc2ccccc12,i,-0.2,0.12
O=C(Cn1ccc([N+](=O)[O-])n1)NCC1CCCO1 (stereo not given),i,0.3,0.15
NC(=O)C1(N2CCCCC2)CCN(C(=O)CSc2nc3ccccc3o2)CC1,i,-1.4,-0.44
Cc1cc(C(=O)NNC(=O)c2cccs2)nn1C(C)(C)C,i,-0.3,-1.3
Cc1nnc(Cn2cnc3c2c(=O)n(C)c(=O)n3C)o1,i,-0.8,1.8
C=CCOc1c(CNn2cn[nH]c2=S)cccc1OC,i,-2.3,-0.09
COC(=O)[C@H](CC(C)C)NC(=O)N1CCCCC1C (stereo not given in full),i,-2.0,-0.88
On1nnc2ccccc21,i,-0.1,2
CC(=O)Nc1ccc(NC(=O)C2CCCN2C(=O)Nc2ccc(F)cc2)cc1 (stereo not given),i,-0.6,1.2
CC1Cc2ccccc2N1C(=O)CSc1nnc(N)s1 (stereo not given),i,-1.1,1.2
O=C(NC1CCCCC1)C1CCN(C(=O)c2ccc(-c3ccccc3)cc2)CC1,i,-0.1,0.2
O=C(COc1ccccc1Cl)Nc1ccc(Cl)cn1,i,-1.9,-0.3
COc1ccc(NC(=O)n2ncc3cc(Cl)ccc32)cc1OC,i,0.5,-0.15
CC(C)Nc1nc(NC(C)C)nc(C(=O)OCCO)n1,i,-1.0,-0.44
Cc1nnc(NC(=O)CSc2nnc(C)c(=O)n2N)s1,i,1.2,-0.21
CC(C)CCN1CCN(CC(c2ccccc2)c2ccccc2)CC1CCO (stereo not given),i,-0.3,-0.93
COc1cccc(-n2c(SCc3cc(=O)oc4cc(O)c(O)cc34)nc3ccccc3c2=O)c1,-6.1*,-1.1,-0.44
Cc1ccc(NC(=O)Nc2ccc([N+](=O)[O-])cc2)nc1,i,-1.2,-1.2
CC(=O)N(NC(=O)c1ccc(C)cc1)C1CC(=O)N(c2ccccc2Cl)C1=O (stereo not given),i,-0.9,0.94
CCOC(=O)N1CCN(C(=O)CN(c2ccc(OCC)cc2)S(C)(=O)=O)CC1,i,-0.6,0.02
Nc1c(C(=O)Nc2ccc3c(c2)OCCO3)nnn1Cc1ccc(Br)cc1,i,0.8,-0.82
COc1ccccc1C1NC=C([N+](=O)[O-])C=C1[N+](=O)[O-] (stereo not given),i,0.4,0.18
Cc1cc(NC(=O)c2cccc(F)c2)no1,i,-2.1,1.7
COc1ccc2nc(NC(=O)CN3CCOCC3)sc2c1,i,0.3,-1.2
C/C=C(/C)C(=O)O[C@H]1[C@@H](O)c2c(ccc3ccc(=O)oc23)OC1(C)C,i,-1.2,1.4
CC1(C)CC(=O)c2c(Cc3ccccc3)n[nH]c2C1,i,-1.7,-1.2
CCCCN(C(=O)c1ccc(S(=O)(=O)N2CCC(C)CC2)cc1)C1CCS(=O)(=O)C1 (stereo not given),i,-0.7,-0.12
CN(C)CCNC(=S)Nc1ccc(Cl)cc1Cl,i,-4.5,0

# Full records as entered above:
# Profile of CCOc1ccc(OCCCC(=O)N(C)CC(=O)Nc2ccc(N3CCOCC3)cc2)cc1 : KCNQ2 inh: i; STK33 kinase inh: -1.2; Kir21 block: -0.36
# Profile of Cc1ccc(S(=O)(=O)N(C)C)cc1NC(=O)COC(=O)CCC(=O)c1ccc(F)cc1 : KCNQ2 inh: i; STK33 kinase inh: 0.5; Kir21 block: -0.03

# Other structures
SMILES,KCNQ2 inh,STK33 kinase inh,Kir21 block
O=C(c1cc2ccccc2s1)N1CCN(c2ccccn2)CC1,i,-0.6,-0.22
CC1CCN(c2ncnc3nc[nH]c23)CC1,i,17,0.06
Oc1ccccc1-c1nc(NC2CCCC2)c2ccccc2n1,i,1.6,1.2
CCn1cc(C(=O)N[C@@H](CCSC)C(=O)NCCCN2CCOCC2)c(=O)c2cc3c(cc21)OCO3,i,5.6,-1.4
COc1ccccc1NS(=O)(=O)c1cc(NC(=O)C(C)(C)C)ccc1N1CCOCC1,i,-0.5,2
O=C(NC1CCCC1)c1cccc(Cn2cc([N+](=O)[O-])cn2)c1,i,-0.4,1.2
Cc1nc(C(C)NC(=O)CCc2nnc(-c3ccsc3)o2)cs1 (stereo not given),i,-2.2,0.26
NC(=O)[C@@H]1CC2(CC(c3cccc(NC(=O)CC(c4ccccc4)c4ccccc4)c3)=NO2)CN1C(=O)COc1ccc(Cl)cc1 (stereo not given in full),i,-1.7,-1.3
COc1cccc2cc(CC(=O)c3ccc(C)cc3C)c(=O)oc12,i,0.2,0.37
CC(C)NC(=O)C1CC(=O)N(C(C)c2ccccc2)C1 (stereo not given),i,0.2,1.6
O=C(CCNC(=O)c1ccccc1Cl)Nc1nc(-c2ccc3ccccc3c2)cs1,i,-1.3,-1.1
CCOC(=O)C1=C(C)N=c2s/c(=C/c3cccc([N+](=O)[O-])c3O)c(=O)n2C1c1ccccc1 (stereo not given),i,1.8,1.1
COC(=O)c1sc2ccccc2c1NC(=O)c1ccc(S(=O)(=O)N2CCC(C)CC2)cc1,i,-1.0,-0.03
CC(Oc1ccccc1)c1ccnn1S(=O)(=O)c1ccccc1 (stereo not given),i,0.0,-8.6*
CCOC(=O)N1CCC(Nc2nc3ccccc3n3nnnc23)CC1,i,-0.2,2.4
CCOc1ccc(CCNC(=O)c2ccc(F)c(S(=O)(=O)N3CCOCC3)c2)cc1OCC,i,-1.0,-0.22
NS(=O)(=O)c1cccc(NC(=O)CN2CCN(Cc3ccc4c(c3)OCO4)CC2)c1,i,-1.0,0.81
COc1cc(/C=C/C(=O)O)cc(S(=O)(=O)N2CCCc3ccccc32)c1OC,i,-2.2,3.8
CCOc1ccc(-n2nc3cc(C)c(N)cc3n2)cc1,i,.,0.5
COc1ccccc1C(=O)Nc1ccccc1SC,i,7.3,-0.15

# Molecules above with a nitro group on carbon (five):
SMILES,KCNQ2 inh,STK33 kinase inh,Kir21 block
O=C(Cn1ccc([N+](=O)[O-])n1)NCC1CCCO1 (stereo not given),i,0.3,0.15
Cc1ccc(NC(=O)Nc2ccc([N+](=O)[O-])cc2)nc1,i,-1.2,-1.2
COc1ccccc1C1NC=C([N+](=O)[O-])C=C1[N+](=O)[O-] (stereo not given),i,0.4,0.18
O=C(NC1CCCC1)c1cccc(Cn2cc([N+](=O)[O-])cn2)c1,i,-0.4,1.2
CCOC(=O)C1=C(C)N=c2s/c(=C/c3cccc([N+](=O)[O-])c3O)c(=O)n2C1c1ccccc1 (stereo not given),i,1.8,1.1

# Next section
SMILES,KCNQ2 inh,STK33 kinase inh,Kir21 block
CCOc1ccc(/C=C2\SC(=S)N(CCC(=O)Nc3ccccc3C(=O)O)C2=O)cc1,i,-1.7,0.84
O=C(CSc1nnnn1-c1ccccc1)N1N=CCC1c1ccccc1 (stereo not given),i,-0.5,-3.7
COc1ccc(CN2C(=O)c3cccnc3C2Nc2ccc(OC)c(Cl)c2)cc1 (stereo not given),i,.,-2.2
COc1ccc(S(=O)(=O)NC2CC2)cc1C(=O)N1CCOCC1,i,-1.4,-0.06
COc1cc(Br)c(CC(=O)O)cc1OC,i,-1.2,-1.6
COc1cccc(/C=N/NC(N)=S)c1OCc1ccccc1Cl,i,0.1,0.5
Cc1ccc(C)c(NC(=O)CSc2nnc(-c3ccco3)o2)c1,i,-3.7,0.81
COc1cc(/C=N/OCC(=O)Nc2cc(C)cc(C)c2)ccc1OCc1ccc(Cl)cc1,i,-0.9,-0.1
CNC(=O)CN1C(=O)c2cccc3cccc1c23,i,-0.3,1.9
CCN(CC)C(=O)c1ccc(-c2nnc(Nc3ccc(C(=O)N(C)C)cc3)c3ccccc23)cc1,i,0.1,0
COCCCNC(=O)Cc1c(C)c2c(cc(C)c3c(C(C)(C)C)coc32)oc1=O,i,0.1,-1.1
COc1ccc(S(=O)(=O)NCc2cccnc2)cc1NC(=O)c1ccc(C)cc1,i,-0.1,-1.7
Cc1nc2ccc(NC(=O)C3COc4ccccc4O3)cc2s1 (stereo not given),i,0.6,1.4
C[C@@H](CN=[N+]=[N-])CN1CC[C@H](C(C)(C)C)CCC1=O,i,0.1,-1.3
O=c1cc(CSc2ccccn2)nc(N2CCN(c3ccccc3)CC2)[nH]1,i,-1.4,-1.7
CCCC(C(=O)NCCC(C)C)N(Cc1ccc(F)cc1)C(=O)c1snc(C(N)=O)c1N (stereo not given),i,-0.7,-0.27
CN1CCN(C(=O)/C(C#N)=C/c2ccc(F)cc2)CC1,i,0.0,-0.11
COc1cc2c(cc1OC)/C(=C/C(=O)c1ccc(OC)c([N+](=O)[O-])c1)NCC2,i,-0.6,-1.1
COc1ccc(CNC(=O)Cc2nn(C)c(=O)c3ccccc23)cc1,i,1.1,0.02
C=Cc1ccc(Cn2c(=O)n(CCCOC)c(=O)c3sccc32)cc1,i,0.4,-0.66
O=C(CCc1nnc(C2CCCCC2)o1)N1CCC(Oc2cccnc2)CC1,i,-0.5,0.19
COCCNC(=O)C1c2ccccc2C(=O)N(CCOC)C1c1ccc(F)cc1 (stereo not given),i,-0.3,1.7
O=C(O)c1c2c(nc3ccc(S(=O)(=O)N4CCC(C(=O)NCc5ccccc5Cl)CC4)cc13)CCCC2,i,-2.8,-0.9
O=c1[nH]c2ccccc2nc1/C=C(\O)C1CC1,i,-2.8,-0.16
COc1ccc(N2CCN(CC(=O)c3ccc(O)cc3O)CC2)cc1,i,-0.5,0.42
COc1cc(OC)c(OC)cc1CN1CCc2ccccc2C1,i,-2.3,-1.1
COc1ccc(C2C(C(C)=O)=C(O)C(=O)N2c2nccs2)cc1OC (stereo not given),i,-0.7,1
COCCC(=O)N1CCCC(CNS(=O)(=O)c2ccc(OC)cc2)C1 (stereo not given),i,-2.0,1.4
COC(=O)[C@H](Cc1ccccc1)NC(=O)N1CCN(Cc2ccccc2)CC1,i,-0.3,0
CCC(=O)NC(=S)Nc1ccc(NC(=O)c2cccnc2)cc1,i,-1.1,-0.16
Cc1sc2nc(CSc3ccc([N+](=O)[O-])cc3)[nH]c(=O)c2c1C,i,-1.7,0.09
Cc1ccccc1C(=O)Nc1nnc(S(=O)(=O)N2CCCCC2)s1,i,-1.2,1.2
COc1ccc(C(C(=O)NCC2CCCO2)N(Cc2ccccc2)C(=O)CNC(=O)c2ccco2)cc1OC (stereo not given),i,3.1,0.75
Cc1ccc(OCC(=O)NNC(=O)C2CC(=O)N(c3ccc4c(c3)OCCO4)C2)cc1 (stereo not given),i,0.3,-1.2
CCn1c(=O)n(CC)c2cc(N3CCCC3)c(NC(=O)c3ccccc3Br)cc21,i,0.9,-1.1
O=C(CCSc1nnc2scc(-c3ccccc3)n12)NCc1ccc2c(c1)OCO2,i,-0.2,-0.26
O=C(O)c1cc(N2C(=O)CCC2=O)ccc1Cl,i,-2.0,1.9
COCCNS(=O)(=O)c1cc(C(=O)O)ccc1OC,i,-0.5,-0.63
CC(Oc1ccc(Cl)cc1Cl)C(=O)Nn1cnnc1 (stereo not given),i,0.3,0.11
Fc1ccccc1OCCCCCN1CCCC1,i,-1.6,0.43
COc1ccc2oc(=O)c(C(=O)NC3CCCCCC3)cc2c1,i,-1.4,-0.74
Cc1ccccc1OC(C)C(=O)Nc1ccc(S(=O)(=O)Nc2nccs2)cc1 (stereo not given),i,-1.0,-0.07
Cc1ccccc1NC(=O)C1CCCN1S(=O)(=O)c1cccc2cccnc12 (stereo not given),i,0.4,2.5
CN1CCC(=NOc2ccc([N+](=O)[O-])cc2)CC1,i,-1.8,0.17
COc1cccc(N2CCN(c3cnc4ccccc4n3)CC2)c1,i,0.5,0.03
Cn1c(N)c(C(=O)COC(=O)c2ccc(Br)o2)c(=O)n(C)c1=O,i,0.2,-0.45
CCOCCCn1c(SCC(=O)Nc2ccccc2OC)nc2ccccc2c1=O,i,0.3,0.8
Cc1cccc(NC(=S)NC2CCCCC2)n1,i,-2.8,2.8

# Given as tab-separated lines: entries from further up.
structure	KCNQ2 inh	STK33 kinase inh	Kir21 block
Cn1c(N)c(C(=O)COC(=O)c2ccc(Br)o2)c(=O)n(C)c1=O	i	0.2	-0.45
COc1cccc(N2CCN(c3cnc4ccccc4n3)CC2)c1	i	0.5	0.03
